MCF10A rereplic: induces DNA re-replication in MCF 10a normal breast cells; Potency, µM (titrated, usually from 46.1 µM), inactives show top-dose activity, positive = re-replication, actives largely listed as activators; actives 2.9% (n = 350,000); MCF 10A DNA re-replication, Hoechst nuclear intensity, 48 h; note: % of control where 0% means no effect; nearly all actives have a fitted effect of over 50% in size
Nrf2 inh: blocks Nrf2 signaling | A549 ARE-Fluc reporter, luciferase luminescence, 18-24 h | Potency, µM (highest dose often 46 µM), for inactives: at the top dose activity change, negative = inhibition, usual class: inhibitors | AID 504444 | actives 2.1% (n = 360,000); note: % is set by controls: 0 for no effect and ±100 for the full control effect; nearly all actives have a fitted effect of over 60% in size
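Two sequential reads on A549 ARE_Fluc cells exposed to compound for 18-24 h: a CellTiter-Fluor fluorescence read for viability, then a luciferase luminescence read for Nrf2/ARE activity.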
Nrf2 activator: activators of Nrf2 (ARE) signaling; AREc32 ARE-luciferase reporter (MCF7-derived line), luminescence, 24 h; Potency, µM (highest dose often 46.1 µM), for the others: at the top dose activation, most hits filed as activators; actives 0.31% (n = 410,000); AID 624171; note: % of control where 0% means no effect; nearly all actives have a fitted effect of over 65% in size
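AREc32 cells carrying an ARE-driven firefly luciferase reporter were seeded at 1000 cells/well in OPTI-MEM with 5% FBS, then exposed to compound for 24 hr at 37 deg C. Luminescence was read with Steady-Glo after 30 min at RT.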
EPAC2 antag: antagonists of human EPAC2. Q8WZA2. EPAC2 GEF exchange of Rap1B-BODIPY-GDP, fluorescence. Potency, µM (titrated, usually from 114 µM), for the others: at the top dose activity, negative = inhibition, actives largely listed as inhibitors. actives 0.18% (n = 360,000). AID 720708; note: % is set by controls: 0 for no effect and ±100 for the full control effect; nearly all actives have a fitted effect of over 45% in size; many of its hits are not listed in these tables
Target sequence (Q8WZA2 whole entry, looked up): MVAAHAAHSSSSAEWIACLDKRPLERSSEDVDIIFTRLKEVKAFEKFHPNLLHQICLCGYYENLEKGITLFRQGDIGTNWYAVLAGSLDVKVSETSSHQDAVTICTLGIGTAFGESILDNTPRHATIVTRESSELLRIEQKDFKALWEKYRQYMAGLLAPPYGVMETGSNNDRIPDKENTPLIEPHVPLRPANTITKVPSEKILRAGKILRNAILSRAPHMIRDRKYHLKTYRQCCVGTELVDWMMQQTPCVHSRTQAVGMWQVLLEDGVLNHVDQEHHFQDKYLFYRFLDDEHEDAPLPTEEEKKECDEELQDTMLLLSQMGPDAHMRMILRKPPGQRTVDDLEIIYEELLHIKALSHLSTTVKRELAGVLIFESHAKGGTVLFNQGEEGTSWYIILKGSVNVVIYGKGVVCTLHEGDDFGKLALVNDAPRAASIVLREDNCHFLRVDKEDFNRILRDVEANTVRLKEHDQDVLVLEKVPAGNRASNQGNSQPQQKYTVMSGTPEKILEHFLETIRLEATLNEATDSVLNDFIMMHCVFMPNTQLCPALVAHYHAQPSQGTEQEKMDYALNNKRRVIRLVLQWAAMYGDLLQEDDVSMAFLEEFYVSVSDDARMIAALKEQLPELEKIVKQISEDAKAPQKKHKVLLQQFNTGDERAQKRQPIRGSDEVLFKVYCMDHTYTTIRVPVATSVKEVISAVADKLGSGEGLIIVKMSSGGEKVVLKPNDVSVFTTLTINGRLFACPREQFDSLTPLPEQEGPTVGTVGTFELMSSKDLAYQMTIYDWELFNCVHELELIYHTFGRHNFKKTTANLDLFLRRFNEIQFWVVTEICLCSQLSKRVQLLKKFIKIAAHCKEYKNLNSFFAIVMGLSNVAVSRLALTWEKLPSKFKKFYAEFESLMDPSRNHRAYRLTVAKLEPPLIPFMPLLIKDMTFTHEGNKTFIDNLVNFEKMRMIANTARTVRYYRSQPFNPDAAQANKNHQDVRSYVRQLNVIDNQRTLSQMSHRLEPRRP
A549 viability: A549 cytotoxicity, counter-screen for Nrf2 inhibitors; A549 ARE-Fluc cells, CellTiter-Fluor viability, 18-24 h; Potency, µM (titrated, usually from 46 µM), for the others: at the highest dose activity change, negative = cytotoxicity, usual class: inhibitors; actives 0.16% (n = 390,000); note: % is set by controls: 0 for no effect and ±100 for the full control effect
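A549 ARE-Fluc cells in 5% FBS OPTI-MEM, 5000 cells/well, rested 2 h then exposed to compounds in concentration-response for 18-24 h at 37 °C. Viability by CellTiter-Fluor fluorescence (Ex 405/Em 525) after 30 min; luciferase luminescence (BugLite, 15 min, RT) read afterwards.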
S2 tox: cell viability loss in ATXN counter-screen | S2 cells (HEK-293 line with an ATXN2-luciferase reporter) viability, CellTiter-Fluor protease fluorescence, 24 h | Potency, µM (series often up to 56.7 µM), usual class: cytotoxic | actives 0.49% (n = 400,000) | AID 651635; note: nearly all actives have a fitted effect of over 40% in size
HepG2 tox: kills HepG2 cells in TGF-b inhibitor counter-screen; HepG2 CAGA-GFP viability, ATP luminescence, 18 h; actives 0.76% (n = 410,000); Potency, µM (series often up to 46.1 µM), for the others: at the highest dose activity change, negative = cytotoxicity, usual class: cytotoxic; note: some results filed as inactive show a strong effect at the top dose
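HepG2 CAGA-GFP cells (1000/well, DMEM with 1% FBS) received compound, then TGF-beta at 500 pg/mL final, and were incubated 18 hours at 37 degrees C. Viability was read by CellTiter-Glo luminescence. Media-only wells were set as complete cell-killing and DMSO as no toxicity.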
TGFb inhibitor: inhibitors of TGF-b signaling. HepG2 CAGA-GFP TGF-b/SMAD3 reporter, GFP fluorescence, 18 h; TGF-beta stimulated, 500 pg/mL final. Potency, µM (series often up to 46.1 µM), without a hit: at the top dose activity, negative = inhibition, actives largely listed as inhibitors. actives 1.2% (n = 410,000). AID 588855; note: % is set by controls: 0 for no effect and ±100 for the full control effect; nearly all actives have a fitted effect of over 65% in size
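GFP signal (ex488/em500-530) from TGF-beta-stimulated HEPG2 CAGA-GFP cells, 500 pg/mL final, 18 h at 37 degrees C in DMEM plus 1% FBS, normalized to unstimulated and DMSO-stimulated controls.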
ATXN2 expr inh: reduces ATXN2 reporter expression in HEK-293 cells; HEK-293 ATXN2-luciferase reporter, luminescence, 24 h; Potency, µM (titrated, usually from 57 µM), without a hit: at the highest dose activity change, negative = inhibition, actives largely listed as inhibitors; actives 0.72% (n = 360,000); AID 1745845; note: % is set by controls: 0 for no effect and ±100 for the full control effect; nearly all actives have a fitted effect of over 55% in size
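ATXN2-luciferase reporter cells (luciferase flanked by upstream and downstream ATXN2 gene portions) were treated 24 h at 37 °C with compounds at up to 57 uM. SteadyGlo luminescence gave expression; GF-AFC fluorescence gave viability.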
An asterisk follows results filed as active; i = inactive; ? = inconclusive; . = no result given; & = joins results of further samples; [ ] = remark or other dose. Calls come from the whole dose curve; as a rule, active = well fitted curve in the direction sought with a large enough effect; inconclusive = small, poorly fitted or top-dose-only effect, or another doubt; inactive = no such curve, though single readings can be large; an effect the other way counts as inactive or inconclusive. Potency is the fitted concentration of half-maximal effect. These rows are one share of the data. The share of hits here may be higher or lower than overall.

SMILES	MCF10A rereplic	Nrf2 inh	Nrf2 activator	EPAC2 antag	A549 viability	S2 tox	HepG2 tox	TGFb inhibitor	ATXN2 expr inh
Cc1csc2ncc(C(=O)NC(C)c3ccccc3)c(=O)n12 (configuration not stated)	-5%	?	7.9%	2%	-3%	?	-13%	-8%	-17%
O=C(c1cccn2c(=O)c3ccc(Cl)cc3nc12)N1CCN(Cc2ccc3c(c2)OCO3)CC1	16µM*	2%	-0.9%	6%	2%	i	4%	-1%	0%
CCCCN(C)CCCNC(=O)Cn1c(=O)sc2ccccc21	0%	16%	0.1%	8%	-6%	i	-5%	?	7%
COc1ccc(/C=C/C(=O)NCCSCc2ccco2)cc1	18%	11%	3.5%	7%	0%	i	2%	-6%	7%
O=c1[nH]c(=S)c2[nH]c(=S)n(-c3ccccc3)c2[nH]1	5%	-2%	-0.3%	5%	11%	i	-39%	-10%	-10%
Nc1cccc2c1C(=O)N(C(=O)c1cccc(S(=O)(=O)N3CCCC3)c1)C2=O	-1%	-15%	-0.4%	1%	?	.	2%	-5%	-2%
CCOc1ccc(/C=C/c2nc(C#N)c(NCCCN(C)C)o2)cc1	6.5µM*	8%&21%	0.8%&8.4%	6%	-5%&-1%	i	-28%&-66%	?	-19%
CCc1ccc(NC(=O)c2cnc3scc(C)n3c2=O)cc1	5%	?	6.2%	-5%	1%	i	-2%	-5%	51%[activator]
Cc1ccc(O)c(NC(=O)COc2cc(C)ccc2C)c1	0%	?	-0.2%	3%	2%	i	-16%	-13%	2%
CCOC(=O)c1cc2sc(C)cc2n1CC(=O)N1CCOCC1	-12%	10%	0.4%	10%	2%	i	3%	12%	5%
O=S(=O)(c1ccc(Cl)cc1)N1CCN=C1SCc1cccc(Cl)c1	12%	?	0.3%[9.22 µM]	-2%	3%	i	-1%	?	-19%
CCc1ccc(NC(=O)CSc2nnc(CNC(=O)c3ccco3)o2)cc1	-5%	1%	-1.4%	-1%	-6%	i	8%	1%	0%
CCOC(=O)/C=C/C(=O)OCC(=O)Nc1ccc(Cl)cn1	21µM*	16%	18%	5%	-1%	i	-3%	10%	4%
Cc1noc(C)c1C(=O)N1CCC1(C)C(=O)NS(=O)(=O)c1ccc(Cl)cc1 (configuration not stated)	.	.	0.0%[9.22 µM]	-6%	.	i	1%	-3%	-1%
CC12CNCC(C)(CN(C(c3ccccc3)c3ccccc3)C1)C2	4%	-16%	6.4%	-3%[57.1 µM]	-27%	i	-59%	?	-38%

In the list so far, these have a furan ring, fused or not.
SMILES	MCF10A rereplic	Nrf2 inh	Nrf2 activator	EPAC2 antag	A549 viability	S2 tox	HepG2 tox	TGFb inhibitor	ATXN2 expr inh
COc1ccc(/C=C/C(=O)NCCSCc2ccco2)cc1	18%	11%	3.5%	7%	0%	i	2%	-6%	7%
CCc1ccc(NC(=O)CSc2nnc(CNC(=O)c3ccco3)o2)cc1	-5%	1%	-1.4%	-1%	-6%	i	8%	1%	0%

The list continues:
SMILES	MCF10A rereplic	Nrf2 inh	Nrf2 activator	EPAC2 antag	A549 viability	S2 tox	HepG2 tox	TGFb inhibitor	ATXN2 expr inh
COc1ccc(N2CCN(S(=O)(=O)c3c(C)nc4scc(C)n4c3=O)CC2)cc1	1%	0%&-14%	-0.3%&-0.3%	10%	3%&-1%	i	-4%&-23%	-1%&-24%	-14%&-10%
CCOc1ccc(N2C(=O)CC(Sc3nccc(C)n3)C2=O)cc1 (configuration not stated)	-28%	-4%	-0.4%	-7%	-8%	i	-9%	0%	2%
CN(C)S(=O)(=O)N1CCC(Oc2cccc(C(=O)NC3CCOC3)c2)CC1 (configuration not stated)	13%	16%	-0.3%	10%	-7%	i	23%	18%	27%
CCOC(=O)C1CCN(C(=O)COC(=O)c2ccccc2C(=O)c2ccc(Cl)cc2)CC1	-1%	10%	0.1%	-4%	-6%	?	8%	-7%	-10%
Cc1ccc(NC(=O)c2cccs2)cc1S(=O)(=O)N(C)C	21%	2%	11%[9.22 µM]	2%	16%	i	-4%	-7%	14%
C=CCN(CC=C)C(=S)NC(=O)/C=C/c1ccc(OC)cc1	-5%	-17%	0.1%	-1%	5%	i	-15%	?	10%
CN(Cc1c(C(=O)N/N=C/c2cccc(Cl)c2)nnn1-c1nonc1N)c1ccccc1	2%	0%	0.0%	-4%	-15%	i	-28%	?	4%
O=[N+]([O-])c1ccc(COc2ccc(-c3[nH]ncc3-c3ccccc3)c(O)c2)cc1	?	?	0.1%[9.22 µM]	-11%	?	?	-65%	?	-39%
CCN(CC)c1ccc(CNc2ccc3c(c2)ncn3C(C)(C)C)cc1	-2%	-11%	2.2%	-7%	-1%	i	-30%	0%	?
O=C(COS(=O)c1ccccc1)Nc1cc(Cl)ccc1N1CCOCC1 (configuration not stated)	-26%	1%	-0.8%	-7%[57.1 µM]	7%	i	0%	-18%	.
Cc1nn(-c2ccccc2)c2[nH]c(=O)c(CNc3ccc(N4CCOCC4)cc3)cc12	23%	3%	3.2%	-1%	1%	i	-32%	2%	7%
COc1ccc(NC(=O)CSc2nc3ccccc3n2CC(=O)N2CCCC(C)C2)cc1 (configuration not stated)	.	.	0.4%	.	-14%	?	-10%	0%	0%
COc1ccc(C(=O)Sc2ccc(C)cc2)cc1OC	17%	-16%	?	-2%	-14%	i	-35%	0%	7%
CCN1CCN(CCC(=O)Nc2ccccc2OC)CC1	-4%	20%	0.2%	-1%	7%	i	-13%	15%	1%
COCCNC(=O)COC(=O)c1cccnc1SC	20%	-1%	-0.7%	-7%	-1%	i	3%	1%	8%

Compound profiles (already shown). Values in the order: MCF10A rereplic | Nrf2 inh | Nrf2 activator | EPAC2 antag | A549 viability | S2 tox | HepG2 tox | TGFb inhibitor | ATXN2 expr inh
CCc1ccc(NC(=O)c2cnc3scc(C)n3c2=O)cc1 is entered as 5% | ? | 6.2% | -5% | 1% | i | -2% | -5% | 51%[activator]
O=[N+]([O-])c1ccc(COc2ccc(-c3[nH]ncc3-c3ccccc3)c(O)c2)cc1 is entered as ? | ? | 0.1%[9.22 µM] | -11% | ? | ? | -65% | ? | -39%

Carrying on:
SMILES	MCF10A rereplic	Nrf2 inh	Nrf2 activator	EPAC2 antag	A549 viability	S2 tox	HepG2 tox	TGFb inhibitor	ATXN2 expr inh
CC(C1CC2CCC1C2)N1CC(O)=C(c2nc3ccccc3[nH]2)C1=N (configuration not stated)	28%	-6%	-1.0%	-1%	5%	i	16%	5%	2%
O=C(C1CC1)N1CCc2cc(Br)cc(S(=O)(=O)NCCCN3CCCC3)c21	0%	17%	0.3%	-4%	?	i	-8%	-9%	0%
C/C=C/C=C\C(=O)Nc1cccc(C2=NOC3(C2)C[C@@H](C(N)=O)N(C(=O)c2cc([N+](=O)[O-])cc([N+](=O)[O-])c2)C3)c1 (some centres not stated)	-3%	-3%	0.5%	-14%	6%	i	-4%	1%	-1%
Cc1cccc(OCCn2c(NC(=O)c3ccco3)nc3ccccc32)c1	15%	18µM*	4.9%	1%	-4%	.	-24%	-6%	?
Cc1ccc(CNC(=O)[C@H](C)N2C(=O)N3CCc4c([nH]c5ccccc45)[C@@]3(C)C2=O)cc1	?	-26%	-0.1%	8%	8%	i	-14%	-13%	-6%
COc1ccc(CCNC(=O)CCn2c(=O)c3cccn3c3cccnc32)cc1OC	5%	-14%&-11%	-0.3%&3.4%	-2%	-5%&4%	i	-7%&-2%	11%&-11%	3%
O=C(c1ccccc1Cl)n1nc(-c2cccnc2)nc1NCc1ccc(F)cc1	.	-8%	-1.6%	.	5%	i	-32%	?	-5%
COCCn1c(SCc2nc3ccccc3c(=O)[nH]2)nnc1-c1ccncc1	-5%	4%	-0.3%	9%	9%	i	7%	-14%	2%
CCOCCCNC(=O)c1c(NC(=O)c2cc(=O)c3ccccc3o2)sc2c1CCC2	.	10%	-0.1%	.	0%	i	6%	-7%	7%
COc1ccc(NC(=O)c2cc(C3CCCCN3C(=O)c3cc(C(C)(C)C)nn3C)on2)c(C)c1 (configuration not stated)	.	.	4.8%	8%	.	i	-2%	-6%	-1%
COc1ccc(C(=O)Nc2nnc(Cc3ccc(OC)c(OC)c3)s2)c(OC)c1	8%	?	-0.1%	-4%	5%	i	-11%	-2%	15%
O=C1C2CC3N1CCC31c3ccccc3-n3c1c2ccc3=O (configuration not stated)	-2%	-20%	-0.1%	9%	1%	?	18%	23%	2%
C=CCNc1nc(-c2sc(NC(C)=O)nc2C)cs1	?	-26%	-0.1%	-4%	-13%	i	-7%	3%	16%
COc1ccc(C(=O)NC(=S)NCCc2ccccc2)cc1	7%	?	0.6%	6%	0%	i	-20%	-25%	17%
Cn1c(=O)c2c(nc(NCc3ccc4c(c3)OCO4)n2Cc2ccccc2Cl)n(C)c1=O	0%	-3%	-0.7%	-8%	-9%	i	0%	10%	-3%
CCN(C(=O)CN1CCOCC1)c1c(N)n(Cc2ccccc2)c(=O)[nH]c1=O	-7%	12%	-0.2%	-1%	-3%	i	-10%	-7%	-1%
Cc1ccc(S(=O)(=O)CCc2ccncc2)cc1	-15%	-21%	0.1%	4%	6%	i	-2%	-5%	-10%
COc1ccc(OCC(=O)N/N=C2\CCc3ccccc32)cc1	-3%	0%	0.8%	-2%	4%	i	-17%	-19%	30%
COC(=O)N/N=C\c1ccc(OC(=O)c2ccco2)cc1	0%	2%	-0.7%	2%	-14%	i	-5%	2%	2%
O=C(Nc1ccccn1)C1CCN(S(=O)(=O)c2ccc(Cl)cc2)CC1	1%	5%	7.7%	-5%	1%	i	-8%	2%	5%
COc1ccc(-c2nnc(SCc3nnc(-c4cccs4)o3)n2CC2CCCO2)cc1 (configuration not stated)	-9%	-4%	0.8%	0%	-5%	?	-10%	-5%	0%
Cc1cccc(OCC(=O)Nc2ccc(S(=O)(=O)N3CCN(C)CC3)cc2)c1	-18%	6%	0.3%	-1%	8%	i	-6%	-2%	1%
Cc1cc(=O)[nH]c(=S)n1-c1ccccc1	?	10%	0.3%	12%	-1%	i	1%	7%	-12%
CCOc1ccccc1NC(=O)c1cccc2c1C(=O)N(CCOC)C2	6%	-18%	1.3%	-5%	-12%	i	-18%	-3%	-31%
CCC(C(=O)Nc1ccccc1OC)n1nc(C)c2sc3ccccc3c2c1=O (configuration not stated)	.	?	2.1%	.	0%	.	3%	11%	.

Assay outcomes deposited in PubChem BioAssay by National Center for Advancing Translational Sciences (NCATS).
